Yeast superoxide: lowers age-related superoxide in aged yeast cells. S. cerevisiae aged cells, superoxide DHE fluorescence; stronger effect = lower value. superoxide response (% of plate mean), % at 10 µM. 0.18% of 330,000 active. AID 2690;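 active means superoxide response under a set limit, about three screen SD below normal, cut at about 65% in these data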;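 further: yeast aged for seven days with compound at 30 °C before DHE staining; 100% = average MFI of all compound-treated wells on the plate with controls excluded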
Efflux pump inh: blocks antifungal efflux pumps in multiplex yeast assay; S. cerevisiae Candida pump triplex, Nile Red efflux; inhibition, % at 10 µM; 0.44% of 330,000 active;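 active means plate passing quality check with inhibition over a set limit, or well fluorescence over plate mean plus 4 SD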;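 further: Nile Red retained in pooled yeast measured as flow cytometry median fluorescence; 0% = buffer negative control and 100% = Enniatin B positive control; higher means more Nile Red kept so more efflux inhibition; some compounds called inactive have numbers as strong as hits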
AHR activator: human AHR activation. P35869. AHR-responsive luciferase reporter cells, luminescence. activation, % at 5 µM. 2.5% of 320,000 active. AID 2796; in the data active means activation above about 47%;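 further: 0% = vehicle wells and 100% = reference agonist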
Target sequence (P35869 whole entry, looked up): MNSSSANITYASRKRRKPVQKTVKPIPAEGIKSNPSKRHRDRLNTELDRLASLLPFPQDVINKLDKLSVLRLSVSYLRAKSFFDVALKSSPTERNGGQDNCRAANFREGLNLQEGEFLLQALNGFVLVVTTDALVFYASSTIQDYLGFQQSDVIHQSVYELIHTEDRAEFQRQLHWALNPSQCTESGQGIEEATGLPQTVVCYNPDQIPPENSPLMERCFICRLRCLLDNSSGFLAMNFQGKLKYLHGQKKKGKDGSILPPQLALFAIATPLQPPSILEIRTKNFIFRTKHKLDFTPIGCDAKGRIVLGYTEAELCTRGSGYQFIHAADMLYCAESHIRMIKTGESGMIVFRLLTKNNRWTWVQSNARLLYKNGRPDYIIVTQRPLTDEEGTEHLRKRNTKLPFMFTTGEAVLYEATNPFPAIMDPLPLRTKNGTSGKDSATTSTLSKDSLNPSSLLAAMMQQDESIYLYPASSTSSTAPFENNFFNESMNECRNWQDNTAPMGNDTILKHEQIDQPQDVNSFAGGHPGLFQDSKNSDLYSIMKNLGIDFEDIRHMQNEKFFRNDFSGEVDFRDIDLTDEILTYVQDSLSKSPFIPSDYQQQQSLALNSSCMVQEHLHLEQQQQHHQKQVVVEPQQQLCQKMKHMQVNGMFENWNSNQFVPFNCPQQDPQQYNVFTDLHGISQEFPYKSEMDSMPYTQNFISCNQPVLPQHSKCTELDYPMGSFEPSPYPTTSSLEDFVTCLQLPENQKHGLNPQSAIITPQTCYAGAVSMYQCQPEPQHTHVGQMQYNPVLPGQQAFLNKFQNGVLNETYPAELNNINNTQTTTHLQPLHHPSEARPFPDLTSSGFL
CIT2 TOR yeast: modulators of TOR pathway CIT2-GFP in S. cerevisiae; GFP response vs DMSO, % at 10 µM; 0.065% of 320,000 active; S. cerevisiae CIT2-GFP strain, flow cytometry, 3 h; 100 means same as DMSO wells; AID 2029;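 active means GFP response relative to DMSO above a set limit, near the screen mean plus 3 SD, cut at about 150% in these data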;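 further: ratio of well median GFP fluorescence to mean of DMSO wells on the plate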
AGP1-GFP MLPCN: yeast TOR pathway AGP1-GFP modulation. S. cerevisiae AGP1-GFP multiplex flow cytometry, 3 h; GFP as percent of DMSO wells. GFP response vs DMSO, % at 10 µM. 0.02% of 320,000 active. AID 2066;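 active means GFP response relative to DMSO above a set limit, near screen average plus 3 SD, cut at about 150% in these data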;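 further: median GFP channel fluorescence of the gated AGP1 strain per well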
MEP2 TOR yeast: yeast TOR pathway MEP2-GFP modulation | S. cerevisiae MEP2-GFP strain, flow cytometry GFP, 3 h; 100% = DMSO control level | GFP response vs DMSO, % at 10 µM | 0.51% of 330,000 active | AID 2016;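 active means GFP response versus DMSO above a set limit, roughly screen mean plus 3 SD, cut at about 180% in these data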;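 further: median GFP fluorescence of the barcode-gated MEP2-GFP cells per well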
RPL19A-GFP yeast: yeast TOR pathway RPL19A-GFP modulation; S. cerevisiae RPL19A-GFP strain, flow cytometry, 3 h; stronger effect = lower value; percent response vs DMSO, % at 10 µM; 0.3% of 330,000 active;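 active means percent response vs DMSO below 50%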;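 further: median channel GFP fluorescence of the barcoded RPL19A-GFP strain; ratio of sample median GFP to plate DMSO average so 100% = DMSO; lower means less RPL19A-GFP as with rapamycin TOR inhibition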
LAP4-GFP MLPCN: alters LAP4-GFP fluorescence in TOR pathway yeast screen. GFP response vs DMSO, % at 10 µM. S. cerevisiae LAP4-GFP multiplex, flow cytometry GFP, 3 h; median GFP as percent of DMSO wells. AID 2023. 0.34% of 320,000 active;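 active means GFP response vs DMSO above a set limit, about the screen mean plus 3 SD, cut at about 150% in these data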
Starred values were filed as active, the others as inactive; . = not tested or not shown.

#	compound	Yeast superoxide	Efflux pump inh	AHR activator	CIT2 TOR yeast
1	CCCCc1c(O)nc(N2CCN(Cc3ccccc3)CC2)[nH]c1=O	103	0.1	1	98
2	CC(=O)Nc1ccc(CN2CCN(Cc3ccc(F)c(F)c3)C(CCO)C2)cc1 (stereo not drawn)	101	0.0	0	.
3	COC(=O)c1cnn(-c2ccccc2)c1N	105	0.2	0	97
4	COc1ccc(OC)c(N(C(=O)c2snc(C(N)=O)c2N)C(C(=O)NCC2CCCO2)c2ccc3ncccc3c2)c1 (stereo not drawn)	87	0.5	5	97
5	COc1c(C)cc(Br)cc1C(=O)NC(=S)Nc1ccc(Cl)c(C(=O)O)c1	94	0.0	-1	92
6	C#CCn1c(-c2cccs2)nc2ccccc21	103	0.4	41	50
7	Cc1ccc(OCC(O)CN2C(=O)NC(C)(C)C2=O)cc1 (stereo not drawn)	93	-0.1	-1	97
8	COc1ccccc1CN1CCN(Cc2nc(-c3ccccc3)no2)CC1	95	0.1	1	101
9	Cc1cccc(NCc2nc(SCC(N)=O)n[nH]2)c1	102	0.1	4	84
10	O=C(O)CNC(=O)C1CCCN1C(=O)CNC(=O)OCc1ccccc1 (stereo not drawn)	94	-0.2	0	100

#	AGP1-GFP MLPCN	MEP2 TOR yeast	RPL19A-GFP yeast	LAP4-GFP MLPCN
1	99	103	101	108
2	95	96	89	96
3	99	108	96	108
4	99	106	102	95
5	96	94	93	95
6	74	84	84	150
7	91	89	94	81
8	94	92	100	97
9	94	94	96	86
10	99	116	103	105

Brought forward from above: 5 compounds, then new ones.
#	compound	Yeast superoxide	Efflux pump inh	AHR activator	CIT2 TOR yeast
6	C#CCn1c(-c2cccs2)nc2ccccc21	103	0.4	41	50
7	Cc1ccc(OCC(O)CN2C(=O)NC(C)(C)C2=O)cc1 (stereo not drawn)	93	-0.1	-1	97
8	COc1ccccc1CN1CCN(Cc2nc(-c3ccccc3)no2)CC1	95	0.1	1	101
9	Cc1cccc(NCc2nc(SCC(N)=O)n[nH]2)c1	102	0.1	4	84
10	O=C(O)CNC(=O)C1CCCN1C(=O)CNC(=O)OCc1ccccc1 (stereo not drawn)	94	-0.2	0	100
11	O=C(COC(=O)/C=C/c1ccc([N+](=O)[O-])cc1)NC1CCCCC1	97	0.2	5	94
12	COc1ccc(C(=O)NC(C)c2nnc(SCC(=O)Nc3nc4ccccc4s3)n2C)cc1 (stereo not drawn)	88	-0.2	5	99
13	CC(NC(=O)c1cc2sccc2n1C)c1ccc2c(c1)OCCO2 (stereo not drawn)	90	-0.1	6	97
14	CCc1cc(C(=O)NNC(=O)CCl)sc1C	95	-0.1	1	101
15	CC1CCN(c2c(NCC3CCC(C(=O)N4CCc5ccccc5C4)CC3)c(=O)c2=O)CC1 (stereo not drawn)	105	0.1	1	85
16	CCCn1c(=O)c2c(C(F)(F)F)cc(-c3cccs3)nc2n(CCC)c1=O	93	0.1	0	108
17	COC(=O)CSc1nnc(CNC(=O)Cc2ccccc2)n1C	107	-0.1	-1	.
18	CN(C)C(=O)c1ccc(-n2nc(C(F)(F)F)c3c2CCCC3)cc1	99	0.0	10	88
19	CCOC(=O)N1CCN(C(=O)CN(c2cccc(C)c2)S(=O)(=O)c2ccc(C)cc2)CC1	97	0.1	-3	98
20	CN(C)C(=O)c1cc(-c2ccccc2)no1	118	0.0	2	93

#	AGP1-GFP MLPCN	MEP2 TOR yeast	RPL19A-GFP yeast	LAP4-GFP MLPCN
6	74	84	84	150
7	91	89	94	81
8	94	92	100	97
9	94	94	96	86
10	99	116	103	105
11	96	100	97	98
12	88	98	89	89
13	94	93	100	103
14	101	92	95	99
15	100	85	102	90
16	97	101	102	95
17	102	100	103	96
18	89	101	99	108
19	96	97	96	99
20	92	96	94	94

Other records.
#	compound	Yeast superoxide	Efflux pump inh	AHR activator	CIT2 TOR yeast
21	COc1cccc(-c2nc(CS(=O)CC(=O)NCCc3ccccc3)c(C)o2)c1 (stereo not drawn)	108	-0.3	7	103
22	CCOC(=O)C1=CC[C@@H](c2cc(OC)c(OC)c(OC)c2)N(S(=O)(=O)c2ccc(C)cc2)[C@H]1C(=O)OCC	107	-0.1	-1	103
23	CC(=O)Nc1ccc(Nc2nc(-c3sc(NC(C)=O)nc3C)cs2)cc1	102	0.2	-8	105
24	O=c1c([N+](=O)[O-])c(N2CCOCC2)c2ccccc2n1Cc1ccccc1	90	-0.2	2	104
25	CCOc1ccc(Nc2ncnc3c2nnn3Cc2ccccc2)cc1	103	-0.1	23	108
26	CCOc1ccc(S(=O)(=O)NCc2ccc3c(c2)OCO3)cc1C(=O)O	105	0.0	0	107
27	O=C(O)c1ccccc1C(=O)NCc1cccnc1	90	-0.1	6	105
28	Cc1ccc(CNC(=O)COC(=O)c2ccc(S(=O)(=O)N3CCOCC3)cc2)cc1	100	-0.3	-2	108
29	N#Cc1c(N)c(C(=O)c2ccccc2)n2ccccc12	102	-0.1	4	94
30	c1ccc(CCn2nnnc2C(c2cccs2)N2CCN(Cc3ccc4c(c3)OCO4)CC2)cc1 (stereo not drawn)	89	0.0	10	107

#	AGP1-GFP MLPCN	MEP2 TOR yeast	RPL19A-GFP yeast	LAP4-GFP MLPCN
21	101	104	98	90
22	96	97	93	91
23	102	105	105	99
24	110	101	94	106
25	101	108	109	95
26	104	108	105	92
27	112	111	103	110
28	97	90	102	85
29	99	97	87	145
30	111	103	98	106

The list goes on:
#	compound	Yeast superoxide	Efflux pump inh	AHR activator	CIT2 TOR yeast
31	CN1/C(=C\C=N\O)C(C)(C)c2ccccc21	98	-0.1	9	100
32	COc1cc2c(=O)n(Cc3ccccc3)c(=O)n(CC(=O)NCCc3ccccc3)c2cc1OC	101	0.1	-1	105
33	CN(C)c1ccnc(Oc2ccc(Cl)cc2)c1C#N	92	0.1	12	92
34	COc1cccc(CNC(=S)Nc2cc(C)ccc2C)c1	95	0.0	0	83
35	Cn1c(-c2sccc2OCc2ccc(Cl)cc2Cl)n[nH]c1=S	96	0.2	29	99
36	CN(C)CCNc1nc(S(=O)(=O)c2ccccc2)c(Cl)s1	109	0.9	0	97
37	COc1ccc(CNC(=O)COC(=O)c2c[nH]c(=O)[nH]c2=O)cc1OC	100	0.0	2	97
38	O=C(/C=C/c1ccc(S(=O)(=O)N2CCOCC2)cc1)Nc1cc(F)ccc1F	94	0.0	5	109
39	CCOC(=O)c1c2n(c3ccc(OC(C)=O)cc13)CCC2	66	-0.1	48*	103
40	Cc1noc(/C=C/c2ccccn2)c1[N+](=O)[O-]	104	-0.1	1	92

#	AGP1-GFP MLPCN	MEP2 TOR yeast	RPL19A-GFP yeast	LAP4-GFP MLPCN
31	99	103	106	98
32	107	100	103	100
33	94	97	92	100
34	99	96	95	96
35	.	101	94	99
36	110	102	96	108
37	91	91	86	89
38	105	105	102	105
39	97	101	101	102
40	91	90	93	115

New compounds follow.
#	compound	Yeast superoxide	Efflux pump inh	AHR activator	CIT2 TOR yeast
41	Nc1cc(-c2ccc(Br)cc2)[nH]n1	100	0.0	84*	98
42	CCOC(=O)C1=C(CN2CCOCC2)NC(=O)NC1c1cccc([N+](=O)[O-])c1 (stereo not drawn)	99	0.0	0	90
43	Cc1nc(C)c(-c2ccc(SCc3ccc([N+](=O)[O-])cc3)nn2)s1	105	0.2	-2	84
44	CCOC(=O)N1CCN(S(=O)(=O)c2cc(OCC(N)=O)c(C)cc2Cl)CC1	92	0.0	1	102
45	CCC1(c2ccc(F)cc2)NC(=O)N(CC(=O)Nc2cccnc2Cl)C1=O (stereo not drawn)	64*	0.0	1	111
46	COCCn1c(=S)[nH]c2ccccc21	102	0.0	-1	94
47	COCCNC(=S)N(CCO)Cc1cc2cc3c(cc2[nH]c1=O)OCO3	92	0.0	7	107
48	Cc1ccc(O)c(/C=N/NC(=O)Cc2ccc(Cl)cc2)c1	98	0.0	39	99
49	O=C1N(CC(=O)N2CCc3ccccc32)CCN1Cc1ccccc1Cl	114	0.1	3	99
50	CCCCCCCCOc1ccc(C(=O)O)cc1	114	-0.1	6	105

#	AGP1-GFP MLPCN	MEP2 TOR yeast	RPL19A-GFP yeast	LAP4-GFP MLPCN
41	98	110	102	100
42	106	99	96	116
43	88	107	98	113
44	111	102	106	102
45	116	98	109	115
46	94	98	104	95
47	101	105	102	101
48	145	99	100	87
49	102	103	99	101
50	98	102	105	104

Results in sequence from the list:
AGP1-GFP MLPCN, nos. 41 to 50, in order: 98, 106, 88, 111, 116, 94, 101, 145, 102, 98
MEP2 TOR yeast, nos. 41 to 50, in order: 110, 99, 107, 102, 98, 98, 105, 99, 103, 102

Structures shown so far with bromine, in the order listed:
#	compound	Yeast superoxide	Efflux pump inh	AHR activator	CIT2 TOR yeast
5	COc1c(C)cc(Br)cc1C(=O)NC(=S)Nc1ccc(Cl)c(C(=O)O)c1	94	0.0	-1	92
41	Nc1cc(-c2ccc(Br)cc2)[nH]n1	100	0.0	84*	98

#	AGP1-GFP MLPCN	MEP2 TOR yeast	RPL19A-GFP yeast	LAP4-GFP MLPCN
5	96	94	93	95
41	98	110	102	100

Further structures:
#	compound	Yeast superoxide	Efflux pump inh	AHR activator	CIT2 TOR yeast
51	Cn1c(=O)oc2cc(S(=O)(=O)N3CCCC(C(=O)Nc4nccs4)C3)ccc21 (stereo not drawn)	100	-0.5	-4	96
52	CC(C)CC(=O)N1CCC(O)(CS(=O)(=O)Cc2ccc(Cl)cc2)CC1	85	0.0	-1	104
53	CCn1c(COc2ccc(OC)cc2)nnc1SCC(=O)Nc1cc(OC)ccc1OC	93	0.2	13	96
54	Cc1cc(NC(=O)CSc2nnnn2Cc2ccccc2)no1	118	0.2	12	84
55	CCCCCCNc1cc2n(c(=O)n1)CCc1cc(OC)c(OC)cc1-2	81	0.0	13	106
56	O=C(NC1CCS(=O)(=O)C1)C1CCCC1 (stereo not drawn)	99	0.0	-1	104
57	CON(C)c1nc(Oc2ccc(=O)[nH]n2)nc(N(C)C)n1	86	0.1	0	97
58	COc1ccc(-n2c(C)n[nH]c2=O)cc1OC	100	-0.1	-1	93
59	O=C(OCCC1Oc2cccnc2NC1=O)c1ccc(Cl)cc1 (stereo not drawn)	114	0.0	-2	106
60	CCCCNC(=O)c1ccccc1NC(=O)CCC	91	0.1	2	101

#	AGP1-GFP MLPCN	MEP2 TOR yeast	RPL19A-GFP yeast	LAP4-GFP MLPCN
51	94	91	94	94
52	102	106	104	104
53	95	99	99	105
54	99	99	99	99
55	104	103	102	105
56	111	104	104	101
57	97	96	96	99
58	100	99	102	98
59	92	99	100	97
60	106	109	103	102

Next compounds follow.
#	compound	Yeast superoxide	Efflux pump inh	AHR activator	CIT2 TOR yeast
61	O=C(O)C1CCN(C(=O)c2ccc(Cl)cc2)CC1	98	-0.2	-1	89
62	O=[N+]([O-])c1cc(S(=O)(=O)CCCN2CCOCC2)ccc1F	99	0.2	2	92
63	COc1ccc(CNC(=O)/C=C/c2ccc(OCCCF)cc2)cc1OC	99	0.0	-4	106
64	CCCn1cnc2cc(NCc3ccc(Br)cc3)ccc21	100	0.0	87*	99
65	O=C1c2ccccc2NC(c2cn[nH]c2-c2ccc(Cl)cc2)N1O (stereo not drawn)	108	-0.2	36	109
66	CON(C)C(=O)CC(CNC(=O)OC(C)(C)C)c1ccc(Cl)cc1 (stereo not drawn)	88	-0.2	0	107
67	O=C(NCc1ccccc1Cl)C1CCN(c2ncnc3c2nc2n3CCCCC2)CC1	105	0.0	0	98
68	c1ccc(-n2ncc3c(NCc4cccs4)ncnc32)cc1	97	0.1	-3	71

#	AGP1-GFP MLPCN	MEP2 TOR yeast	RPL19A-GFP yeast	LAP4-GFP MLPCN
61	92	97	90	94
62	93	94	100	109
63	96	96	99	93
64	95	105	103	88
65	92	100	102	87
66	109	106	102	116
67	91	106	92	92
68	97	86	93	96
